aDG glyco act = activators of alpha-DG glycosylation, primary screen, uHTS, Pro5-aDG cells, AlphaScreen; alpha-DG glycosylation AlphaScreen (IIH6); 0% Pro5, 100% B10-LARGE cell signal; activation, % at 10 µM; 0.22% of 360,000 active; AID 624168, 2012;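 active means activation of at least 8% versus controls, or a plate z-score of at least 8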;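 further: Pro5 are CHO cells carrying HIG-tagged alpha-DG that lacks glycosylation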
ABCB6 inh MLPCN = ABCB6 transporter inhibitors, primary screen, K562-ABCB6 cells, flow cytometry, MLPCN library | ATP-binding cassette sub-family B member 6 (Homo sapiens), Q9NP58 | K562-ABCB6 porphyrin accumulation, 1 h; hits give low values | fluorescence ratio to DMSO, % at 10 µM | 0.19% of 360,000 active | AID 602162, 2011;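 active means fluorescence ratio to DMSO below 75%, the collection mean minus 3 SD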;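 further: signal is porphyrin accumulated inside mitochondria; 100% equals median channel fluorescence of DMSO control wells; lower ratio means ABCB6 inhibition with less porphyrin fluorescence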
Target sequence (Q9NP58 whole entry, looked up): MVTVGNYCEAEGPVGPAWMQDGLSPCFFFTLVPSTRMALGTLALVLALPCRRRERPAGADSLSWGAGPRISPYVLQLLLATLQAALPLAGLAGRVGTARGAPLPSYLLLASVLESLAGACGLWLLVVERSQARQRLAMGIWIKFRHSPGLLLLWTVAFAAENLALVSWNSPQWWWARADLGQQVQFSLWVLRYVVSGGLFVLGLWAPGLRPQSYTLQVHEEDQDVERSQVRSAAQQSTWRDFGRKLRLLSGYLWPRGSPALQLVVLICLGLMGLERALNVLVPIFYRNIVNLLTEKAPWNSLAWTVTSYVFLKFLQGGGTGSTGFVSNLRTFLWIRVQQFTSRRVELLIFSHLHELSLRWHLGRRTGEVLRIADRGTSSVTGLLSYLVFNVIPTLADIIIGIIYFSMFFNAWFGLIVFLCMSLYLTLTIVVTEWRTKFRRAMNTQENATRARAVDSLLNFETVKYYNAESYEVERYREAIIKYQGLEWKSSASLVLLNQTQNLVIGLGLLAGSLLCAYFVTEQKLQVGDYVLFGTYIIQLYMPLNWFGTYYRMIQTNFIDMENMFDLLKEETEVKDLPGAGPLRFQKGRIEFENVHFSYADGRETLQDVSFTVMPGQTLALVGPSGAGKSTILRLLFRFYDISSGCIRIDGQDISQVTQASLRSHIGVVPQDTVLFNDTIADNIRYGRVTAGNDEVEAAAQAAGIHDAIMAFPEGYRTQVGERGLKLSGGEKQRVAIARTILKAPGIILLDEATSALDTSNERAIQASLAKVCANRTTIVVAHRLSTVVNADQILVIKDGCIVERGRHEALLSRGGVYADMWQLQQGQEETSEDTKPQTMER
CaV13 ICDI inh = Primary screen for inhibitors of IQ motif and Ca2+-dependent inactivation inhibitor domain binding in CACNA1D, Förster resonance energy transfer in living cells, … | HEK cells, CFP/YFP FRET ICDI-IQ, plate reader, 10 min; percent FRET-ratio fall versus neutral wells | inhibition, % at 12.3 µM | 0.098% of 340,000 active | AID 743397;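 active means mean replicate inhibition of at least 30% and at least 1% of replicates passing that level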;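 further: 0% = median of the neutral control wells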
H9c2 protect = cardioprotection against H2O2-induced cell death, primary screen, uHTS, H9c2 cells, ATPLite luminescence; protection from H2O2 cell death, % at 20 µM; H9c2 cardiomyocytes, H2O2 injury protection, 2 h; 0.63% of 360,000 active; AID 588492, 2011;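 active means compounds giving at least 50% protection of heart cells from peroxide-induced death in the single-dose screen, raw or plate-pattern-corrected value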;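 further: 0% = DMSO wells with peroxide and 100% = DMSO wells without peroxide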
MC4R ag barr = MC4R agonists recruiting beta-arrestin, primary screen, cell-based, luminescence, agonist arm of biased-ligand search | Melanocortin receptor 4 (Homo sapiens), P32245 | U2OS MC4R beta-arrestin complementation; percent of melanotan II response, DMSO zero | activation, % at 8.9 µM | 0.98% of 360,000 active | AID 540308, 2011;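 active means activation above a per-plate cutoff, the mean activation of sample wells on that plate plus 3 SD, cut at about 8% in these data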
HTR2A ag = mouse Htr2a agonists via beta-arrestin recruitment, primary screen, cell-based, luminescence; AID 624169, 2012; activation, % at 7.6 µM; 5-hydroxytryptamine receptor 2A (Mus musculus), P35363; 0.66% of 360,000 active; CHO-K1 mHTR2A beta-arrestin complementation; percent of 30 µM serotonin response;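 active means activation above a run cutoff, the mean activation of all tested compounds plus 3 SD, cut at about 14% in these data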;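 further: 0% = plate median of compound wells and 100% = 30 µM serotonin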
N-glyco inh = increase of ERlucT glycosylation luciferase signal, primary screen, N-linked glycosylation inhibitor project, D54 ERlucT cells, luminescence, set 2; AID 588692, 2011; 0.23% of 360,000 active; D54 ERlucT glycosylation luciferase reporter, 24 h; percent of 100 nM tunicamycin response; reporter increase, % at 12.5 µM;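 active means mean luciferase reporter signal, scaled so untreated is 0 and the glycosylation-blocking control 100, at or above a set limit in every replicate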;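 further: luciferase carries N-glycosylation sites so blocking glycosylation raises the light; 0% = median of neutral control wells and 100% = median of 100 nM tunicamycin wells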
PDI inh = inhibitors of human PDI, primary screen, biochemical, turbidity, single point, plate reader | Protein disulfide-isomerase (Homo sapiens), P07237 | PDI insulin aggregation turbidity, A650, 90 min | inhibition, % at 10 µM | 0.052% of 350,000 active | AID 588391, 2011;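 active means mean inhibition across replicates of 30% or more, whatever share of single replicates reach that level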;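 further: absorbance from insulin aggregation driven by PDI reduction with DTT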
Vif inh = HIV Vif self-association inhibitors, primary screen, imaging, HEK293T, single point; 0.35% of 340,000 active; inhibition, % at 7.49 µM; AID 602346, 2012; HEK293T cells, Vif self-association by quenched fluorescence, 24 h; in the data active means inhibition above about 50%, passing the limit was not always enough; further: some results filed as inactive read as strong as hits
MC4R antag cAMP = MC4R antagonists of cAMP signaling, primary screen, cell-based, TR-FRET, antagonist arm of biased-ligand search. MC4R-expressing cells, MTII-stimulated cAMP, LANCE TR-FRET. 0.48% of 360,000 active. inhibition, % at 6.5 µM. Melanocortin receptor 4 (Homo sapiens), P32245;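 active means inhibition above its plate's cutoff, the mean of tested wells on that plate plus 3 SD, cut at about 29% in these data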;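 further: 0% = Melanotan II alone and 100% = Melanotan II plus saturating MCL0020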
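System: U2OS cells stably expressing human melanocortin 4 receptor (MC4R). Reagent: Melanotan II challenge after compound preincubation. Doses: 6.5 µM. Times: 30-min compound, 1-h challenge, 1-h detection, room temperature. Measured by: TR-FRET with Eu-cAMP and labeled anti-cAMP, 671 nm. Replicates: singlicate.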
Active calls of the source: *; / = not tested or not shown. Rows were taken by chance; any-hit rate near 3.6%.

SMILES | aDG glyco act | ABCB6 inh MLPCN | CaV13 ICDI inh | H9c2 protect | MC4R ag barr | HTR2A ag | N-glyco inh | PDI inh | Vif inh | MC4R antag cAMP
CN(Cc1nc2ccccc2c(=O)[nH]1)C(=O)c1ccccc1OCc1ccc(Cl)cc1 | 0.0 | 99 | -2 | 13 | -1.9 | 3 | -1 | -1 | -8 | -2
Cn1nc(C(C)(C)C)cc1N1C(=O)CCC1(C)C(=O)Nc1ccc2c(c1)OCCO2 (stereo not drawn) | 0.1 | 100 | -10 | 6 | / | 4 | 4 | / | / | /
COCCNC(=S)Nc1ccc2nc(N3CCOCC3)cc(C)c2c1 | 0.1 | 97 | -4 | -8 | 0.5 | 2 | 1 | 9 | 1 | 15
COc1cc2ccccc2cc1C(=O)Nc1ccccc1Cl | 0.1 | 91 | -17 | -17 | -1.0 | 1 | -4 | 3 | -10 | 10
CC(C)(C)c1cc2nc(NCc3cccc(Cl)c3)ccn2n1 | 0.2 | 90 | -5 | -12 | -0.5 | -1 | 6 | 12 | -4 | -3
O=C1NC(=S)N/C1=C\C=C\c1ccccc1 | 0.0 | 100 | -4 | -8 | 0.5 | -4 | 3 | -3 | 2 | 3
Cc1noc(C)c1COC(=O)c1cc2c(C)nn(-c3ccc(F)cc3)c2s1 | 0.0 | 101 | / | 5 | -1.1 | 7 | 1 | 0 | / | 9
Cc1ccc2nc(SCC(=O)NC3CCCC3)nc(=O)n2c1 | -0.2 | 98 | -4 | 4 | -2.8 | 5 | 0 | 1 | 6 | 5
O=C(COc1ccc(Cl)cc1Br)NNC(=O)C(=O)N1CCCCC1 | -0.3 | 98 | -2 | 12 | -2.2 | 0 | 0 | 1 | / | 3
N#CCCN(NC1=NS(=O)(=O)c2ccccc21)C(=O)c1ccccc1Br | 0.1 | 100 | / | 3 | -0.5 | 3 | 1 | 0 | -9 | 10
COc1ccc(C(=O)NC(=S)N(C)Cc2ccccc2)cc1Br | 1.4 | 99 | 1 | 14 | 0.0 | -3 | 1 | -11 | -3 | -7
Cc1[nH]c2ccc(F)cc2c1CCNC(=O)C1CCCCC1C(=O)OCC(F)(F)F (stereo not drawn) | 0.0 | 91 | -3 | 3 | -0.5 | -4 | 0 | 5 | 1 | 7
CC(C)C(NC(=S)NCc1ccccc1)C(=O)O (stereo not drawn) | 0.2 | 96 | -5 | 4 | -0.7 | -1 | -2 | 8 | 18 | 4
CCN(CC)CCCC(C)Nc1nccc2cccc(Cl)c12 (stereo not drawn) | -0.2 | 108 | -6 | 1 | -1.2 | -7 | 3 | -8 | 13 | 8
CC1C2CC(CC1(C)C)N(C(=O)Nc1ccc3nccnc3c1)C2 (stereo not drawn) | 0.1 | 113 | / | 0 | 0.2 | 0 | -2 | 4 | 1 | 19
S=C(NCC1CCCO1)NC1CC1 (stereo not drawn) | 0.0 | 93 | -6 | 10 | -4.8 | 1 | -1 | -5 | 0 | 2
CN1CCN(C(=O)C(=O)c2cn(CC(=O)N3CCCCCC3)c3ccccc23)CC1 | 0.2 | 100 | -10 | 0 | -0.8 | -3 | 2 | 10 | 7 | -3
CCCCOc1ccc(C(=O)N/N=C/c2cn[nH]c2-c2ccc(OC)c(OC)c2)cc1 | -0.1 | 91 | -3 | 4 | 0.0 | 8 | 1 | -6 | -8 | 9
COc1ccc(C(=O)NCC23C=CC(O2)C2C(=O)N(Cc4ccccc4)C(=O)C23)cc1 (stereo not drawn) | -0.1 | 97 | -5 | -2 | -1.8 | 2 | -2 | 12 | -6 | 11
Cc1ccc(SCC(=O)NC(=O)c2ccccc2Br)c(C)c1 | 0.6 | 95 | -5 | -6 | 0.3 | 3 | 2 | -22 | -1 | 6
COc1ccc(C(=O)N2CC3(C)CC2CC(C)(C)C3)cc1 (stereo not drawn) | 0.0 | 99 | / | -4 | 0.4 | -2 | 0 | 7 | 3 | 8
CCOc1ccccc1NC(=S)N(Cc1cc2ccc(C)cc2[nH]c1=O)CC1CCCN1CC (stereo not drawn) | 0.2 | 103 | -5 | -3 | -0.5 | -1 | -3 | -7 | -7 | 9
COc1cccc(C(=O)COC(=O)C2CC3CCCC(C2)C3=O)c1 (stereo not drawn) | -0.2 | 96 | -4 | -1 | -1.8 | 4 | 1 | -5 | 6 | 2
Cc1ccc(/C([O-])=C(/C(=S)NCc2ccco2)[n+]2ccccc2)cc1[N+](=O)[O-] | 0.3 | 97 | -6 | -1 | 2.2 | -2 | 1 | -2 | -1 | 21
CN(C(=O)CSc1nnc(-c2ccncc2)n1C)C1CCS(=O)(=O)C1 (stereo not drawn) | -0.2 | 98 | -2 | 1 | 0.8 | 0 | 1 | 1 | -2 | 3

Two neighbouring compounds out of the list so far, for reference:
SMILES | aDG glyco act | ABCB6 inh MLPCN | CaV13 ICDI inh | H9c2 protect | MC4R ag barr | HTR2A ag | N-glyco inh | PDI inh | Vif inh | MC4R antag cAMP
COc1ccc(C(=O)N2CC3(C)CC2CC(C)(C)C3)cc1 (stereo not drawn) | 0.0 | 99 | / | -4 | 0.4 | -2 | 0 | 7 | 3 | 8
CCOc1ccccc1NC(=S)N(Cc1cc2ccc(C)cc2[nH]c1=O)CC1CCCN1CC (stereo not drawn) | 0.2 | 103 | -5 | -3 | -0.5 | -1 | -3 | -7 | -7 | 9

New compounds follow.
SMILES | aDG glyco act | ABCB6 inh MLPCN | CaV13 ICDI inh | H9c2 protect | MC4R ag barr | HTR2A ag | N-glyco inh | PDI inh | Vif inh | MC4R antag cAMP
O=C(CCC(=O)N1CCOCC1)NCc1cccc(C(F)(F)F)c1 | 0.1 | 96 | -2 | -5 | -0.3 | 2 | 2 | -1 | 6 | 4
COc1ccc(N2Cc3cccc(C(=O)N4CCOCC4)c3C2=O)cc1 | 0.1 | 79 | -1 | 3 | -2.0 | 5 | 2 | 0 | -4 | 1
Cc1cc(Nc2ccccc2)nn1C(=O)c1ccc(Br)cc1 | 3.7 | 102 | / | -23 | -2.0 | 0 | -2 | -10 | 6 | 7
CC(C)[C@H](NC(=O)c1ccccc1)C(=O)OCC(=O)c1ccc2c(c1)NC(=O)CO2 | 0.0 | 94 | -6 | 1 | -0.8 | -4 | 3 | 1 | 3 | 12
COc1ccc(C)cc1NC(=S)NN1CCN(C)CC1 | 0.2 | 89 | -2 | -10 | -1.4 | 3 | 0 | -1 | 2 | 6
Cc1c(C(N)=O)sc2ncn(CC(=O)OC(C)C)c(=O)c12 | 0.0 | 95 | / | 13 | -2.8 | -2 | 0 | 4 | 9 | 4
COc1cc(/C=N/NC(=O)Cc2ccccc2)cc([N+](=O)[O-])c1O | -0.1 | 96 | -2 | -2 | -1.1 | -3 | 2 | 1 | -2 | -9
CC(=O)Nc1ccc(C(=O)NNC(=O)c2cccc(C)c2)cc1 | -0.2 | 105 | -2 | 11 | -1.6 | 0 | 1 | -4 | 0 | 2
COc1ccccc1Nc1nc(N)nc(CN2CCN(c3ccccc3F)CC2)n1 | 0.3 | 96 | -3 | 3 | -0.7 | 0 | 4 | 5 | -9 | -1
Cc1csc(C(=O)O)c1NC(=O)c1cccc([N+](=O)[O-])c1 | 0.3 | 102 | -7 | 0 | 1.7 | 3 | -1 | 0 | -2 | 27
COc1ccc(C(O)(CCC(C)C)C(CN2CCOCC2)c2ccc(Cl)cc2)cc1 (stereo not drawn) | 0.2 | 94 | -5 | -14 | -2.7 | 3 | -8 | -7 | 3 | 21
COc1ccccc1C#Cc1ccc2c(=O)c3ccccc3n(C)c2c1 | 0.5 | 99 | -5 | 21 | 0.5 | 1 | 1 | 4 | / | 15
CCNC(=S)N(CCc1c(C)[nH]c2ccc(OC)cc12)Cc1cccnc1 | 0.0 | 100 | -4 | -4 | 0.6 | -1 | -1 | 11 | 21 | -6
Cc1ccc(OCc2ccc(C#N)cc2)c(C(=O)c2cc(C#N)c(=O)n(C3CC3)c2)c1 | 0.1 | 89 | -4 | 2 | 2.6 | 3 | 0 | -1 | -4 | 4
O=C(NCCN1C(=O)C2C3C=CC(C3)C2C1=O)Nc1ccccc1O (stereo not drawn) | -0.1 | 101 | -2 | -13 | -0.1 | 2 | -2 | / | -2 | -1
COc1ccc(CCNc2nc3c(c(=O)n(C)c(=O)n3C)n2C)cc1OC | 0.0 | 98 | -5 | 0 | -1.7 | 1 | 1 | -6 | 2 | -4
COc1cc(OC)cc(-c2c(Sc3ccccc3)c3cc(-c4ccc(SC)cc4)ccc3n2C)c1 | -0.1 | 104 | -10 | / | / | 1 | / | / | / | /
COc1ccc(Cl)cc1NC(=O)CN1CCN(C(=O)N2CCOCC2)CC1 | -0.3 | 97 | / | -4 | -3.4 | 3 | 2 | 3 | 8 | 7
CCN(c1ccccc1)S(=O)(=O)c1cc(C(=O)Oc2ccc3c(C)cc(=O)oc3c2)ccc1C | 0.0 | 100 | -2 | 16 | -3.1 | 0 | 0 | 1 | -4 | 16
Cc1ccccc1NCCC(=O)Nc1ccc(F)cc1 | -0.1 | 92 | -8 | 3 | -0.8 | -11 | 0 | -3 | 37 | 11
COc1ccc(C(=O)NC(C)c2nnc(SCC(=O)NC3CCCCC3)n2C)cc1 (stereo not drawn) | 0.2 | 97 | -3 | 9 | -0.6 | 5 | -1 | 8 | -16 | 8
CC(=O)NCCOc1ccc(C(=O)O)cc1 | 0.5 | 93 | -7 | 2 | 0.0 | 1 | 2 | 12 | / | 3

Quoted at random: five records from the list.
SMILES | aDG glyco act | ABCB6 inh MLPCN | CaV13 ICDI inh | H9c2 protect | MC4R ag barr | HTR2A ag | N-glyco inh | PDI inh | Vif inh | MC4R antag cAMP
Cc1cc(Nc2ccccc2)nn1C(=O)c1ccc(Br)cc1 | 3.7 | 102 | / | -23 | -2.0 | 0 | -2 | -10 | 6 | 7
COc1ccc(C(O)(CCC(C)C)C(CN2CCOCC2)c2ccc(Cl)cc2)cc1 (stereo not drawn) | 0.2 | 94 | -5 | -14 | -2.7 | 3 | -8 | -7 | 3 | 21
COc1ccc(C)cc1NC(=S)NN1CCN(C)CC1 | 0.2 | 89 | -2 | -10 | -1.4 | 3 | 0 | -1 | 2 | 6
Cc1ccccc1NCCC(=O)Nc1ccc(F)cc1 | -0.1 | 92 | -8 | 3 | -0.8 | -11 | 0 | -3 | 37 | 11
Cc1csc(C(=O)O)c1NC(=O)c1cccc([N+](=O)[O-])c1 | 0.3 | 102 | -7 | 0 | 1.7 | 3 | -1 | 0 | -2 | 27
